CHT allo act = human CHT allosteric activation; CHT-expressing cells, membrane potential dye, choline EC20; hits give high values; LV-AA mutant CHT in HEK293 cells; actives 0.49% (n = 310,000); Q9GZV3; B-score at 10 µM; AID 488977;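 active means initial fluorescence not abnormally high and integrated response B-score, plate-corrected, over 3 SD above library mean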
Target sequence (Q9GZV3 whole entry, looked up): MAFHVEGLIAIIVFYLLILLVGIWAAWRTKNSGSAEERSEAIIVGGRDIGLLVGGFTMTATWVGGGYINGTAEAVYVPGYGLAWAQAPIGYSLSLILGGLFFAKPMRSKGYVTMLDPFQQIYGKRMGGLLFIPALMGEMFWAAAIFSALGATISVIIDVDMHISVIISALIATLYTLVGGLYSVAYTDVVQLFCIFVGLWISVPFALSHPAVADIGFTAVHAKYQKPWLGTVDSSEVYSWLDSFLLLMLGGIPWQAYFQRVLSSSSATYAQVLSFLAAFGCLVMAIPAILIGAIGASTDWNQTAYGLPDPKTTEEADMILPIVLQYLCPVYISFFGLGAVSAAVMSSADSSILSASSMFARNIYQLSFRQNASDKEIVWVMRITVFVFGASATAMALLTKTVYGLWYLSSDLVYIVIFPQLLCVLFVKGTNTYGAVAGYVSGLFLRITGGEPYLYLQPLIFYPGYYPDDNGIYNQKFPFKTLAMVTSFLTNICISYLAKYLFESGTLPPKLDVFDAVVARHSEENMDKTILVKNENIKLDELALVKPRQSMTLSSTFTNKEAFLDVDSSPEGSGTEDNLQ
CHT inh = inhibitors of human choline transporter CHT. Q9GZV3. CHT-expressing cells, membrane potential dye, choline response; hits give low values. B-score at 10 µM. actives 0.86% (n = 310,000);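 active means B-score over 3 SD under the library average, and starting fluorescence ratio not unusually high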;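 further: choline stimulus applied at its EC90 after an EC20 pre-addition; B-score computed on integrated fluorescence ratio after choline addition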
Numbers without * were called inactive; i = inactive.

Under each structure – CHT allo act	CHT inh
COc1ccc(NC(=O)c2ccco2)cc1NC(=O)c1c(F)c(F)c(OC)c(F)c1F
  i	i
Cc1cccc(C(=O)NNC(=O)C23CC4CC(CC(C4)C2)C3)c1O
  i	i
O=C(N/N=C/c1ccco1)c1ccncc1
  i	i
O=C(CCCCCn1c(=S)[nH]c2cc3c(cc2c1=O)OCO3)N1CCN(Cc2ccccc2)CC1
  i	i
CCCNC(=O)c1cc2cc([N+](=O)[O-])ccc2s1
  i	i
CC1CCN(CCCNC(=O)c2coc3nc4ccccc4nc23)CC1
  i	i
COc1ccc(/C=C2\N=C(c3ccccc3)N(c3ccc(C(=O)O)cc3)C2=O)cc1OC
  i	-6.9*
O=C(CSC1=NC(=O)C(c2ccccc2)C(=O)N1)Nc1ccccc1Cl (stereo unspecified)
  i	i
O=C(CCSc1nnc2ccccn12)Nc1ccc2c(c1)OCO2
  i	i
O=C(NCCCNC(=O)c1cc(Cl)ccc1Cl)c1ccco1
  i	i
O=C(CSc1nnc(NC(=O)c2cccc(Cl)c2)s1)NCC1CCCO1 (stereo unspecified)
  i	i
CC(C1CC1)N(Cc1ccccc1)C(=O)NC(=O)c1ccccc1 (stereo unspecified)
  i	i
CCN(CC)/C(Sc1ccccc1)=C(/C(Cl)=C(Cl)Cl)[N+](=O)[O-]
  i	i
COc1ccccc1OCCCCCCN1CCOCC1
  i	i
Cc1cc(/C=C2/NC(=O)N(c3ccccc3)C2=O)c(C)n1C(C)C
  i	i
CC(C)N1CSC(=S)N(Cc2ccccc2)C1
  i	i
S=C(Nc1ccc2nsnc2c1)NC1CCCCC1
  i	i
O=C(NC1CCCCC1)[C@@H]1CSC2c3ccccc3C(=O)N21 (stereo partly specified)
  i	i
CC(OC(=O)CCN=C1NS(=O)(=O)c2ccccc21)C(=O)Nc1ccc(N(C)C)cc1 (stereo unspecified)
  i	i
Cc1ccc(C)c(OCC(O)CN2CCc3ccccc3C2)c1C (stereo unspecified)
  i	i
COCC(=O)N1CCC(n2nccc2NC(=O)c2ccccc2OC)CC1
  i	i
Cc1ccc(C)c(N(CC(=O)NC2CCCC2)C(=O)c2cc3cc4cccc(C)c4nc3s2)c1
  i	i
CN(C)CCN1C(=O)NC(C)(c2ccc([N+](=O)[O-])cc2)C1=O (stereo unspecified)
  i	i
Fc1cccc(CN2CCCCCCC2)c1
  i	i
COc1ccc(S(=O)(=O)N2CCN(Cc3ccco3)CC2)cc1
  i	i
O=C1CCCN1c1ccc(S(=O)(=O)Nc2cccnc2)cc1
  i	i
Fc1ccc(COc2ccc(/C=N/n3cnnc3)cc2)cc1
  i	i
Cc1cc(NC(=O)COc2ccccc2C)no1
  i	i
COc1ccc(-n2cnc3cc(C(=O)N4CCOCC4)ccc32)cc1
  i	i
CC(=O)Nc1ccc(S(=O)(=O)N(C)CC(=O)N/N=C/c2cccc(O)c2)cc1
  i	i
CCCNC(=O)c1onc(CSc2ccccn2)c1C(=O)NCCC
  i	i
COc1ccc(NC(C)=O)cc1NC(=O)c1cccc(C(F)(F)F)c1
  i	i
CC(C)OCCCNC(=O)c1ccc(Br)cc1
  i	i
CCCCN(CC)CCCNC(=O)C1CCN(c2ncnc3c2sc2cccc(F)c23)CC1
  i	i
COc1cccc(-n2c(Cc3cc(=O)[nH]c(=O)[nH]3)nnc2SCC(=O)N2CCCC2)c1
  i	i
CCc1nccn1CCC(=O)N1CCCC(Nc2ccc(F)cc2)C1 (stereo unspecified)
  i	i
COc1ccc(C(=O)N2CCN(c3ccc([N+](=O)[O-])c(-n4nc(C)cc4C)c3)CC2)cc1
  i	i
Cc1ccccc1C(=O)NNC(=O)c1ccc(F)cc1
  i	i
O=C(NC(=S)Nc1cccc([N+](=O)[O-])c1)C1CCCC1
  i	i
CCOC(=O)CN1C(=O)N[C@@H](c2cccs2)C(C(C)=O)=C1C
  i	i

A draw from above in order of SMILES length, ascending.
Under each structure – CHT allo act	CHT inh
Cc1ccccc1C(=O)NNC(=O)c1ccc(F)cc1
  i	i
COc1ccc(NC(C)=O)cc1NC(=O)c1cccc(C(F)(F)F)c1
  i	i
Cc1ccc(C)c(N(CC(=O)NC2CCCC2)C(=O)c2cc3cc4cccc(C)c4nc3s2)c1
  i	i

The results go on.
Under each structure – CHT allo act	CHT inh
COc1cccc(Nc2nnc(SCN3C(=O)c4ccccc4C3=O)s2)c1
  i	i
CCCCc1ccc(C2C(C#N)=C(N)SC(N)=C2C#N)s1
  i	i
CC(C)(C)C1CCC2(CC1)SCC(=O)N2c1ccccc1 (stereo unspecified)
  i	i
CN1CCN(C(=O)CCn2c(=O)c3cccn3c3cccnc32)CC1
  i	i
COc1ccc2ccccc2c1/C=N/NC(=O)c1nnn(-c2nonc2N)c1CN(C)C
  i	i
CCOc1ccc(N2CC(C(=O)Nc3ccccc3C(=O)NC3CC3)CC2=O)cc1 (stereo unspecified)
  i	i
O=C(NCc1cccnc1)[C@@H]1CC=C[C@@H]2CCN(Cc3ccc(Cl)c(Cl)c3)C(=O)[C@@H]21
  i	i
CC(C)Cc1nc(NCCN2CCOCC2)c(C#N)c2c1COC(C)(C)C2
  i	i
CCOC(=O)Cc1c(C)nc2c(C#N)c[nH]n2c1=O
  i	i
CCc1cc2c(NC(Cc3ccccc3)C(=O)O)nc(C)nc2s1 (stereo unspecified)
  i	i
CC1CN(CCCOc2ccccc2[N+](=O)[O-])CC(C)O1 (stereo unspecified)
  i	i
O=C(CCC(=O)NC1CCCCC1)NCc1ccc(F)cc1
  i	i
COc1ccc(C(=O)Oc2ccc(C(=S)N3CCOCC3)cc2)cc1
  i	i
COc1ccc(C(C)(C)C)cc1NC(=O)C1CC=CCC1C(=O)O (stereo unspecified)
  i	i
Cc1noc(C(=O)Nc2ccc(C#N)cc2)c1Cl
  i	i
C=CCNc1nc(Cl)nc(NCc2ccco2)n1
  i	i
O=C(c1cnc(N2CCN(c3ccccn3)CC2)c2ccccc12)N1CCN(c2cccc(Cl)c2)CC1
  i	i
CCCNC(=O)Cn1sc2nc(C)cc(C)c2c1=O
  i	i
O=C(c1ccccc1)N(Cc1ccc(F)cc1)Cc1nc2ccccc2c(=O)[nH]1
  i	i
COc1ccc(C2=NNC(c3cccnc3)=Nc3ccccc32)cc1
  i	i

Two compounds drawn at random from those above:
Under each structure – CHT allo act	CHT inh
CC(C)Cc1nc(NCCN2CCOCC2)c(C#N)c2c1COC(C)(C)C2
  i	i
CCOc1ccc(N2CC(C(=O)Nc3ccccc3C(=O)NC3CC3)CC2=O)cc1 (stereo unspecified)
  i	i

Next compounds follow:
Under each structure – CHT allo act	CHT inh
Cn1c(=O)oc2cc(S(=O)(=O)N3CCN(c4ccc(F)cc4)CC3)ccc21
  i	i
CCOC(=O)CN1NC2(CCC(C(C)(C)C)CC2)NC1=S (stereo unspecified)
  i	i
CCOC(=O)c1sc(NC(=O)CSc2ncn(-c3ccccc3)n2)nc1C
  i	i
O=C(CCCC(=O)N(CC(=O)NC1CCCC1)Cc1ccc(F)cc1)Nc1ccccn1
  i	i
CCCCOc1cccc(C(=O)Nc2ccc(N3CCN(CC)CC3)cc2)c1
  i	i
COc1ccc2c(c1)c(C(O)CN1CCC(Cc3ccccc3)CC1)c(C)n2C (stereo unspecified)
  i	-11*
N#Cc1ccc(S(=O)(=O)NC2CCCCNC2=O)cc1 (stereo unspecified)
  i	i
O=C1COc2ccc(S(=O)(=O)N3CCCC3)cc2N1
  i	i
Cc1ccc(OCCNC(=O)CCNS(=O)(=O)c2ccc(C)cc2)cc1
  i	i
CO/N=C(/c1nonc1N)N1CCN(c2ccc([N+](=O)[O-])cc2)CC1
  i	i
O=C(CN1C(=O)c2cccnc2Oc2ccc(Cl)cc21)NC1CCCCCC1
  i	i
CCN(CC(=O)Nc1ccccc1C(F)(F)F)C(=O)CCc1ccccc1
  i	i
CC(C)(C)n1ncc2c(=O)n(Cc3ccc(Cl)cc3)cnc21
  i	i
Cc1c(N)cccc1-n1cnnn1
  i	i
COC(=O)c1cc(NC(=O)c2ccco2)ccc1N1CCOCC1
  i	i
O=C(CN(C(=O)c1csnn1)c1ccc(F)cc1)NCc1ccc(F)cc1
  i	i
CC1CCN(C(=S)SCc2nc(N)nc(Nc3ccccc3)n2)CC1
  i	i
CCN(CC)C(=O)CNC(=O)Cc1ccc(Cl)cc1
  i	i
COCCCNC(=O)CCn1c(=O)c2ccccc2n(CC(=O)Nc2c(C)cccc2C)c1=O
  i	i
CCCc1nc2ccc(NC(C)=O)cc2c(=O)n1Cc1ccccc1Cl
  i	i
CC(C)Cc1cc(CN2CCC(CO)(Cc3ccccc3)CC2)[nH]n1
  i	i
COc1ccc(CCNC(=O)CC2SC(=NCCC(C)C)NC2=O)cc1OC (stereo unspecified)
  i	i
O=C(NC(=S)NCCN1CCOCC1)c1ccc(F)cc1
  i	i
COc1ccccc1C(=O)Nc1ccnn1C1CCN(C(=O)c2ccoc2C)CC1
  i	i
COc1cccc(N2CC(C(=O)Oc3ccc4ccccc4c3)CC2=O)c1 (stereo unspecified)
  i	i
C/C=C(/C)C(=O)O[C@@H]1c2cc3c(c(OC)c2-c2c(cc(OC)c(OC)c2OC)[C@@H](OC(C)=O)[C@@H](C)[C@H]1C)OCO3
  i	i
Cc1ccc(-c2c[n+](=O)c3c(n2[O-])CCC3)cc1
  i	i
COc1ccc([C@@H]2[C@@H]3C(=O)N(C(C)(C)C)C(=O)[C@@H]3[C@]3(Cc4ccccc4)C(=O)N(c4ccc(Br)cc4)C(=O)N23)cc1
  i	i
Cc1cc(C)n(-c2c(F)c(F)c(COC(=O)c3ccccc3)c(F)c2F)n1
  i	i
O=C(Cn1c(=O)n(Cc2ccco2)c(=O)c2cc(Cl)ccc21)NCC1CCCO1 (stereo unspecified)
  i	i
CCCn1c(N)c(N(CCOC)C(=O)c2cccc(S(=O)(=O)N3CCCc4ccccc43)c2)c(=O)[nH]c1=O
  i	i
C[C@H]1CN=C(N(C)C)N1CCC1CCCCC1
  i	i
CC1CC(C)CN(S(=O)(=O)c2ccc(C(=O)N3CCN(c4ccccc4)CC3)cc2)C1 (stereo unspecified)
  i	i
Cc1cccc(OCCSCc2nc3ccccc3[nH]2)c1
  i	i
O=C(NCC1CCCO1)C1CC(=O)N(c2ccc(F)c(Cl)c2)C1 (stereo unspecified)
  i	i
CSCCC(NC(=O)c1ccccc1)C(=O)N(C)CC(=O)Nc1ccc(N2CCOCC2)cc1 (stereo unspecified)
  i	i
Cc1csc(SCC(=O)Nc2ncc(Cl)c(C)c2Cl)n1
  i	i
O=C(c1cccnc1)N1CCN(c2ccc3ccccc3n2)CC1
  i	i
COc1ccc(CNCC(O)COc2ccc(C(C)(C)c3ccccc3)cc2)cc1 (stereo unspecified)
  i	i
O=C(CO/N=C/c1cccc([N+](=O)[O-])c1)Nc1ccc2ccccc2c1
  i	i

Full records as entered above:
CCCn1c(N)c(N(CCOC)C(=O)c2cccc(S(=O)(=O)N3CCCc4ccccc43)c2)c(=O)[nH]c1=O is listed as CHT allo act = i; CHT inh = i
Cc1cc(C)n(-c2c(F)c(F)c(COC(=O)c3ccccc3)c(F)c2F)n1 is listed as CHT allo act = i; CHT inh = i

Later entries
Under each structure – CHT allo act	CHT inh
Cc1cc(C)cc(Oc2ccccc2/C=C\C(=O)O)c1
  i	i
COc1ccc(C(C)C)cc1S(=O)(=O)N1CCC(C(=O)N2CCN(C)CC2)CC1
  i	i
CCCc1cc(=O)[nH]c(SCC(=O)Nc2ccccc2C#N)n1
  i	i
CCN1C(=NCCc2cccnc2)N[C@@H](c2ccccc2)C(C(=O)OC)=C1C
  i	i
CC(OC(=O)c1ccc(-c2ccc(O)cc2)cc1)C(=O)NC1CCCCC1C (stereo unspecified)
  i	i
CCN1C(=O)[C@H]2[C@@H](c3ccc(-c4ccc(Cl)c(Cl)c4)c(OC)c3)N[C@@](Cc3ccccc3)(C(=O)OC)[C@H]2C1=O
  i	i
CC(C)C(c1nnnn1Cc1ccc(F)cc1)N1CCN(C2CCCC2)CC1 (stereo unspecified)
  i	i
O=C(NCc1ccco1)c1ccc2c(=O)n(Cc3ccco3)c(SCC(=O)N3CCCC3)nc2c1
  i	i
CCOc1ccccc1C(=O)Nc1ccc(S(=O)(=O)N2CCOCC2)cc1
  i	i
CCC1Nc2ncnc(N3CCOCC3)c2N(Cc2ccccc2)C1=O (stereo unspecified)
  i	i
Cc1cc(Cl)c2oc(C(=O)N3CCCCC3CCN3CCCC3=O)c(C)c2c1 (stereo unspecified)
  i	i
Cc1ccc(NC(=O)C2CCN(S(=O)(=O)c3ccc4c(c3)CCCC(=O)N4)CC2)cc1N(C)C
  i	i
CC(=O)c1cccc(NC(=O)NCCc2ccc(Cl)cc2)c1
  i	i
CCNC(=S)NNC(=O)c1cc(CC(C)C)nc2ccccc12
  i	i
COc1cc(C(C(=O)NC2CCCCC2)N(Cc2cccs2)C(=O)Cc2c[nH]c3ccccc23)cc(OC)c1OC (stereo unspecified)
  i	i
CCCSc1nc(=S)n(Cc2ccccc2)c(C)c1C(C)=O
  i	i
COc1ccc(-c2oc3ccccc3c(=O)c2OC(C)=O)cc1
  i	i
CC1CCN(C(=O)COC(=O)CSc2ccc(C(N)=O)cc2[N+](=O)[O-])CC1
  i	i
CCCn1c2ccccc2c2cnn(CC(=O)NCCOC)c(=O)c21
  i	i
CCOC(=O)c1nnn(-c2nonc2N)c1CN1CCCC1
  i	i
Cc1ccc(SCC(=O)N2CCc3ccccc32)cc1
  i	i
CC(C)(C)c1ccc(C(=O)N2CCC(C(=O)NCCC3=CCCCC3)CC2)cc1
  i	i
Cc1cc(C)n(CC(=O)NNC(=O)CCCOc2ccc(Cl)cc2C)n1
  i	i
FC(F)(F)c1ccc(-c2nc(=S)[nH][nH]2)cc1
  i	i

Screening data as filed in PubChem.
